Source: PubChem BioAssay (Broad Institute)
SIRT5 block = SIRT5 desuccinylase inhibitors, primary screen, biochemical, fluorescence imaging, single point, set 5; NAD-dependent protein deacylase sirtuin-5, mitochondrial (Homo sapiens), Q9NXA8; 1.1% of 330,000 active; inhibition, % at 15 µM; Purified SirT5, succinyl-peptide AMC, trypsin-coupled fluorescence; in the data active = inhibition above about 15%
Target sequence (Q9NXA8 whole entry, looked up): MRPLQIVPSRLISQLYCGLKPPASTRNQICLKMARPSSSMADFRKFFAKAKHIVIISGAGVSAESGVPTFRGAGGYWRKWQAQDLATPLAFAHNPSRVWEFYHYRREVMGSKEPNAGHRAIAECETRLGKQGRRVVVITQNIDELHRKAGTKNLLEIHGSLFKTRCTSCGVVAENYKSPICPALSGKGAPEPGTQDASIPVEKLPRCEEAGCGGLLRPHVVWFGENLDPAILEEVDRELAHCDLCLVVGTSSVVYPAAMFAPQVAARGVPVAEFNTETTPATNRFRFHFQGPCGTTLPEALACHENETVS
Casp6 inh = human caspase-6 inhibitors, primary screen, biochemical, VEID-R110 fluorescence, single point, set 2; purified caspase-6, Z-VEID-R110 cleavage fluorescence; inhibition, % at 12.5 µM; AID 686996, 2013; 0.53% of 350,000 active;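 active = mean inhibition across replicates at least about 35%, with every replicate also reaching that limit, limit read from the data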;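 also: 0% = median of neutral control wells and 100% = no fluorescence left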
Target sequence (P55212 24-179 limits assumed): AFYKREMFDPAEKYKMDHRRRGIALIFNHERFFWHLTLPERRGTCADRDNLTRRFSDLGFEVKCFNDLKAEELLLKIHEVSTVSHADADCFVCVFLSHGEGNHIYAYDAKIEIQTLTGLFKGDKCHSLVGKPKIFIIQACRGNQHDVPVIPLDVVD
Target sequence (P55212 194-293 limits assumed): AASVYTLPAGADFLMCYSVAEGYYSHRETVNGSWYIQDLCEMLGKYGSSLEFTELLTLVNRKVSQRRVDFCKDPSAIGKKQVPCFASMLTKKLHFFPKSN
LGR2 antag = inhibitors of bursicon-induced LGR2 CRE-luciferase signal, primary screen, cell-based, HEK293, CRE-luciferase reporter, bursicon stimulation. bursicon-stimulated, 4 h. 0.35% of 380,000 active. Drosophila bursicon receptor LGR2 (rickets). inhibition, % at 9.99 µM;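 active = drop in luminescence signal, shown as inhibition above about 50% in the replicate tests, limit read from the data, passing the limit was not always enough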;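 also: agonist challenge used bursicon conditioned medium at about half maximal strength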
esBAF inh = Bmi1 luciferase reporter increase in mESCs, primary screen, esBAF inhibitor project, mouse ES cells, Bmi1 luciferase knock-in, single point | 2% of 350,000 active | 24 h; 100% = twice the neutral-well signal | reporter increase, % at 12.5 µM; in the data active = activation above about 40%;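 also: 0% = median of the plate's neutral control wells and 100% = double that signal; a rise in the Bmi1 reporter signal indicates esBAF inhibition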
FN deposition inh = inhibitors of fibronectin matrix deposition, primary screen, AH1F cells, Alexa488-fibronectin fluorescence, plate reader | AH1F fibroblasts, overnight | inhibition, % at 12.6 µM | 0.086% of 350,000 active | AID 743247, 2014;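 active = mean inhibition across replicates of 30% or more, regardless of how many single replicates reach that level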;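 also: positive control wells lacked labelled fibronectin entirely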
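Material – AH1F fibroblast monolayer, labelled fibronectin deposition · Reagent – labelled fibronectin 24 nM · Timing – 1 h adhesion, overnight exposure · Measured by – fluorescence at 485 nm excitation, 525 nm emission · Read-out – inhibition of fibronectin deposition signal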
S100A4 MyoIIA = inhibitors of S100A4-myosin IIA peptide binding, primary screen, biochemical, fluorescence polarization, TAMRA-MyoIIA peptide | Protein S100-A4 (Homo sapiens), P26447 | inhibition, % at 10.7 µM | 0.14% of 360,000 active | AID 652163, 2013;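 active = mean inhibition of at least 70% across replicates, with every replicate also reaching that level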
Target sequence (P26447 whole entry, looked up): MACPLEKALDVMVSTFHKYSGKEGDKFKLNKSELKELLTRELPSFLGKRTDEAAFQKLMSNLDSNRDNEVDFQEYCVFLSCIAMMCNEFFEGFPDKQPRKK
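Assay system: human S100A4 monomer with TAMRA-labelled myosin IIA peptide / Buffer or medium: Calcium-containing HEPES buffer, pH 7.2 / Reagent: TAMRA-labelled myosin IIA heavy-chain peptide probe, 5 nM / Compound: one dose per compound / Timing: polarization read 5 min after assay mix addition, stable 5–60 min / Benchmarks: neutral control DMSO, positive control TFP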
Statin myotox sup = suppressors of statin myotoxicity in C2C12 myotubes, primary screen, cell-based, single point, plate reader | C2C12 myotubes + simvastatin, ATP luminescence, 48 h; scaled: DMSO 0, geranylgeraniol control 100 | rescue of ATP level, % at 7.49 µM | 0.78% of 330,000 active | AID 602340, 2012;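 active = mean ATP rescue above about 67%, or every replicate alone reaching that limit, limit read from the data, passing the limit was not always enough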;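 also: myotubes were challenged with 10 µM simvastatin during compound exposure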
* = called active by the depositor; x = no result given; & = joins results of further samples. This is a subset (hit frequency here may not be typical).

SMILES	SIRT5 block	Casp6 inh	LGR2 antag	esBAF inh	FN deposition inh	S100A4 MyoIIA	Statin myotox sup
C[C@H]1CN([C@@H](C)CO)C(=O)c2cc(N(C)C)ccc2O[C@@H]1CN(C)Cc1ccc(-c2ccccc2)cc1	0	1	11	6	x	-3	-61
CCC(c1ccc(O)cc1)C(CC)c1ccc(O)cc1 (configuration not stated)	-3	-5	7	6	2	-2	-4
O=C(COC(=O)c1ccc(S(=O)(=O)Nc2ccccc2)cc1)NCC1CCCO1 (configuration not stated)	0	2	-22	0	-1	-1	-6
COc1ccc(S(=O)(=O)N(CC(=O)NCc2ccncc2)c2cc(C)cc(C)c2)cc1OC	-4	-2	1	-6	0	-5	-5
O=C(Cc1ccccc1)N1CC2(C1)[C@@H](c1ccccc1)[C@H](CO)N2C(=O)Cc1ccccc1	-1	3	-5	x	x	9	x
Nc1c(N(CCCO)C(=O)C2CCCCC2)c(=O)[nH]c(=O)n1Cc1ccccc1	-4	-1	7	-2	9	-3	11
Cc1ccc(Nc2nc3nonc3[nH]c2=O)cc1Cl	5	6	37	2	-3	7	-34
CCC(C(=O)N1CC2(C)CC1CC(C)(C)C2)N1C(=O)c2ccccc2C1=O (configuration not stated)	-1	1	14	-1	x	-2	-15
O=C(CSc1nnc(Cc2cc(=O)[nH]c(=O)[nH]2)n1-c1ccccc1)N1CCCCC1	x	1	-21	-5	-8	-2	-4
CCOc1cc(NC(=S)NCCCN(C)C)c(OCC)cc1NC(=O)C1CC1	-3	-4	x	-6	7	1	-18
COc1ccccc1N1CCN(C(=O)c2ccc(Cn3c(=O)[nH]c4ccsc4c3=O)cc2)CC1	-2	0	12	x	-8	-3	x
CC(=O)NS(=O)(=O)c1ccc(NC(=O)c2ccccc2F)cc1	-1	3	-5	9	-10	-1	-2
Cc1ccc(CN2CCC(NC(=O)c3ccccc3)CC2)cc1	-1	0	16	-3	10	-4	-5
O=[N+]([O-])c1ccc(Cl)c(S(=O)(=O)NCCc2ccccn2)c1	0	2	17	-4	2	-2	-5
Nc1ccc(Oc2ccccc2F)nc1	1	3	1	x	4	3	x

Two records drawn at random from those above:
SMILES	SIRT5 block	Casp6 inh	LGR2 antag	esBAF inh	FN deposition inh	S100A4 MyoIIA	Statin myotox sup
C[C@H]1CN([C@@H](C)CO)C(=O)c2cc(N(C)C)ccc2O[C@@H]1CN(C)Cc1ccc(-c2ccccc2)cc1	0	1	11	6	x	-3	-61
Nc1c(N(CCCO)C(=O)C2CCCCC2)c(=O)[nH]c(=O)n1Cc1ccccc1	-4	-1	7	-2	9	-3	11

(further entries)
SMILES	SIRT5 block	Casp6 inh	LGR2 antag	esBAF inh	FN deposition inh	S100A4 MyoIIA	Statin myotox sup
CC(C)NC(=O)Nc1ccc2c(c1)C(=O)N([C@@H](C)CO)C[C@@H](C)[C@@H](CN(C)CC1CCCCC1)OCCCC[C@H](C)O2	1	0	16	-2	2	12	x
O=C(c1ccc(OCC2CCCO2)cc1)N1CCN(c2ccccc2)CC1 (configuration not stated)	6	-1	-23	x	6	5	x
O=S(=O)(Cc1ccccc1)NCC[C@@H]1CC[C@@H](NS(=O)(=O)c2ccc(F)cc2)[C@H](CO)O1	x	x	2	-4	-11	x	4
C#Cc1ccc([C@H]2C=C(C(=O)N3CCCCCCC3)O[C@@H](OCC)[C@@H]2CCCO)cc1	-1	-1	x	x	x	-1	x
CCCC#Cc1ccc([C@H]2[C@@H](CO)N3C(=O)CN(C(=O)CN4CCOCC4)C[C@@H]23)cc1	-1	-2	6	x	x	8	x
Cc1cccc(CCN2CCN=C2N(C)C)c1	6	7	x	6	-3	3	-14
C[C@@H]1CN([C@@H](C)CO)C(=O)c2cc(C#Cc3cccc(F)c3)cnc2O[C@H]1CN(C)C(=O)C1CC1	-6	4	18	6	x	38	x
CCC(C(=O)OCC(=O)NC(=O)c1ccccc1)c1ccccc1 (configuration not stated)	1	-2	-6	-5	-2	-5	-12
C=CCn1c(C)cc(C(=O)COc2nncc3ccccc23)c1C	x	x	x	40	5	x	-20
CC(=O)Nc1ccc(CN2CCN(C3CCCCC3)C(CCO)C2)cc1 (configuration not stated)	-2	-6	-10	-1	-3	-2	-2
Cc1ccc(S(=O)(=O)Nc2cccc3c2O[C@H](CN(C)C(=O)NC(C)C)[C@@H](C)CN([C@@H](C)CO)C3=O)cc1	-2	1	-13	0	x	-6	-2
Cc1ccc(/C=N/NC(=O)c2cccc3ccccc23)o1	1	2	-4	0	0	6	-9
Cc1ccc(S(=O)(=O)Nc2cccc(NC(=O)CN3CCCCC3)c2)cc1	x	x	x	-10	5	x	-1
CCC(C)C(CO)NCCCn1cnc2c(SC)ncnc21 (configuration not stated)	26*	-4	3	6	3	-3	3
CCOC(=O)C1C(=O)Nc2nc3ccccc3n2C1C(C)C (configuration not stated)	-5	0	9	-13	2	3	6
CCN1CCN(c2ncnc3c2sc(=S)n3-c2ccccc2)CC1	x	-1	14	1	17	-12	3
COc1ccc(CCN=C(N)NS(=O)(=O)c2cc(F)ccc2OC)cc1	0	0	-2	0	x	0	3
COCCNC(=O)C[C@@H]1CC[C@H](NC(=O)NC2CCCC2)[C@@H](CO)O1	0	6	-3	0	6	2	-5
Cn1cnc(CCNC(=O)C[C@@H]2CC[C@H]3[C@@H](COC[C@@H](O)CN3C(=O)Nc3ccc(Cl)cc3)O2)c1	-1	-1	-11	14	-6	3	-7
CC(C)=CC(=O)Nc1ccc(Cl)cc1	-5	1	-64	x	x	15	x
CC1(C)CC(=O)C(N=Nc2cc(C(F)(F)F)ccc2Cl)=C(O)C1	1	-1	x	x	12	3	x
COCCn1c(SCC(=O)NCCCN2CCCC2=O)nc2ccccc2c1=O	-4	-1	-9	-2	0	-8	5
CCCCN(CCO)CCCC	x	3	15	-8	x	21	15
COc1ccc(CC(=O)NCC2CCCN(Cc3ccc(OC)cc3F)C2)cc1 (configuration not stated)	2	1	4	8	-25	-4	9
CCCn1c(SCC(=O)N2CCCCC2)nnc1C(C)C	0	0	1	x	-5	2	x
CC(=O)Nc1ccc(NC(=O)CSc2nccn2Cc2ccc(Cl)cc2)cc1	-6	0	-5	x	-2	-1	x
CC1CN(C(=S)Nc2ccc(S(N)(=O)=O)cc2)CC(C)O1 (configuration not stated)	-2	5	-13	-2	1	-2	10
Cc1noc(C)c1NC(=O)Nc1cccc2c1O[C@H](CN(C)Cc1ccc(C(=O)O)cc1)[C@@H](C)CN([C@@H](C)CO)C2=O	-7	0	21	-1	x	3	-43
O=C(NCc1ccccn1)c1ccc(-c2ccccc2)cc1	-4	9	-126	22	-4	0	-6
COc1cccc(NC(=O)C2(S(=O)(=O)c3ccc(Cl)cc3)CC2)c1	4	-5	6	13	4	0	26
CC(=O)n1cc([C@@H]2C=C(C(=O)Nc3ccccc3)O[C@H](OCCCCO)C2)c2ccccc21	3	2&-1	-10	1	5	-16&17	-8
COc1cc(NC(C)=O)c2ncccc2c1NC(C)=O	-3	-4	4	3	3	-11	-6
CC(C)NC(=O)Nc1ccc2c(c1)C(=O)N([C@@H](C)CO)C[C@H](C)[C@@H](CN(C)Cc1ccncc1)O2	0	-2	-2	0	x	8	2
CC(=O)N1[C@@H]2c3cccc(=O)n3C[C@@H]2[C@@H](CO)[C@@H]1C(=O)N[C@@H](C)c1ccccc1	2	1	-20	-1	x	0	31
Cc1onc(-c2ccccc2Cl)c1C(=O)OCc1nnc(-c2ccccc2)o1	-2	-2	-10	2	3	-7	-8
Cc1cc(C)nc(NS(=O)(=O)c2ccc(NC(=O)C3CC3)cc2)n1	x	1	1	-7	0	-28	4
O=C(Nc1ccc(F)cc1)N1C[C@@H]2[C@H](c3ccccc31)[C@H](CO)N2C(=O)Cc1ccccn1	3	1	18	5	3	2	-5
CC(O)[C@H]1CNC(=O)C(=O)N1CC1CCCCC1 (some centres not stated)	-1	-2	-1	-7	-4	4	6
COc1cc([N+](=O)[O-])cc2sc(NC(=O)C3CC3)nc12	6	6	-2	x	x	-3	x
COc1ccc(-n2c(=O)[nH]c3cc(C(=O)NCCc4ccccc4)ccc3c2=O)cc1OC	-1	6	12	-2	-11	-3	7
Brc1ccccc1/C=N/Nc1ccc2ccccc2n1	-4	-1	-45	x	0	3	x
Cc1cccnc1NC(=O)CNC(=O)C12CC3CC(CC(Cl)(C3)C1)C2	0	1	3	x	-2	4	x
Cc1ccc(S(=O)(=O)NCC(c2cccnc2)N2CCc3ccccc32)cc1 (configuration not stated)	-2	-1	13	-9	2	-23	5
Cc1cc(C)cc(Cn2cc(CN3CC(N4CCCC4)CS3(=O)=O)nn2)c1 (configuration not stated)	5	-1	6	x	-11	-1	x
Cn1c2ccccc2c2ncn(Cc3ccco3)c(=O)c21	x	x	x	2	5	x	27
Cn1c(=O)[nH]c(=O)c2[nH]c(CN3CCN(Cc4ccccc4)CC3)nc21	-3	0	-9	-11	-1	-2	1
COc1ccc(C)cc1Nc1nc(N)c2ccccc2n1	2	-3	-7	13	3	30	-34
COc1cc(/C=N/NC(=O)CC2(C)OCCCO2)ccc1OCc1ccccc1	x	x	-2	42*	3	x	-2
CCNC(=O)[C@@H]1[C@@H](CO)[C@@H]2Cn3c(ccc(-c4ccccc4)c3=O)[C@H]1N2C(=O)c1ccccn1	2	4	12	-4	x	1	28
Cc1ccc(S(=O)(=O)N(C)C[C@H]2OCCCC[C@H](C)Oc3ccc(NC(=O)Nc4ccc(F)cc4)cc3C(=O)N([C@H](C)CO)C[C@H]2C)cc1	2	2	-5	2	9	-5	x

Molecules from the list above with a Cl atom (nine):
SMILES	SIRT5 block	Casp6 inh	LGR2 antag	esBAF inh	FN deposition inh	S100A4 MyoIIA	Statin myotox sup
Cc1ccc(Nc2nc3nonc3[nH]c2=O)cc1Cl	5	6	37	2	-3	7	-34
O=[N+]([O-])c1ccc(Cl)c(S(=O)(=O)NCCc2ccccn2)c1	0	2	17	-4	2	-2	-5
Cn1cnc(CCNC(=O)C[C@@H]2CC[C@H]3[C@@H](COC[C@@H](O)CN3C(=O)Nc3ccc(Cl)cc3)O2)c1	-1	-1	-11	14	-6	3	-7
CC(C)=CC(=O)Nc1ccc(Cl)cc1	-5	1	-64	x	x	15	x
CC1(C)CC(=O)C(N=Nc2cc(C(F)(F)F)ccc2Cl)=C(O)C1	1	-1	x	x	12	3	x
CC(=O)Nc1ccc(NC(=O)CSc2nccn2Cc2ccc(Cl)cc2)cc1	-6	0	-5	x	-2	-1	x
COc1cccc(NC(=O)C2(S(=O)(=O)c3ccc(Cl)cc3)CC2)c1	4	-5	6	13	4	0	26
Cc1onc(-c2ccccc2Cl)c1C(=O)OCc1nnc(-c2ccccc2)o1	-2	-2	-10	2	3	-7	-8
Cc1cccnc1NC(=O)CNC(=O)C12CC3CC(CC(Cl)(C3)C1)C2	0	1	3	x	-2	4	x
